Bioassay records as filed in PubChem.
HKDC1 inh – blocks human hexokinase HKDC1 activity. actives 0.16% (n = 340,000). AID 493160. Q2TB90. inhibition, % at 20 µM. recombinant HKDC1, G6PDH/diaphorase resazurin coupled fluorescence;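 active = inhibition above about 35% when tested at 20 µM, limit read from the data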;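 note: plate controls were DMSO wells with enzyme for no effect and DMSO wells lacking enzyme for full effect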
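Material – in-house recombinant HK5 (HKDC1) enzyme · Quantity – HKDC1 at 5 µg/mL · Buffer or medium – pH 8.0 Tris buffer with 10 mM MgCl2 · Reagent – glucose with 1 mM ATP · Dosing – single 20 µM dose · Times – reaction time 90 min, room temperature, protected from light · Technique – resorufin fluorescence at 613 nm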
PfG6PD inh – PfG6PD (Plasmodium falciparum) enzyme inhibition | PfGluPho enzyme, NADPH resazurin-diaphorase fluorescence | inhibition, % at 20 µM | actives 0.78% (n = 350,000);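 active = inhibition reaching at least a set limit at 20 µM in the primary screen, cut at about 59% in these data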;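 note: 0% = DMSO wells with substrate and 100% = DMSO wells lacking glucose-6-phosphate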
SENP1 inh – SENP1 (human) catalytic domain inhibition | Q9P0U3 | recombinant SENP1 catalytic domain, CyPet-SUMO1-YPet FRET cleavage | inhibition, % at 10 µM | actives 0.21% (n = 360,000);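 active = inhibition at least 30% at 10 µM, raw YFP signal under a set limit, fluorescence ratio 0.5 to 1.5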;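 note: 0% = enzyme with DMSO and 100% = no enzyme wells; some results filed as inactive read as strong as hits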
Target sequence (Q9P0U3 419-644 limits assumed): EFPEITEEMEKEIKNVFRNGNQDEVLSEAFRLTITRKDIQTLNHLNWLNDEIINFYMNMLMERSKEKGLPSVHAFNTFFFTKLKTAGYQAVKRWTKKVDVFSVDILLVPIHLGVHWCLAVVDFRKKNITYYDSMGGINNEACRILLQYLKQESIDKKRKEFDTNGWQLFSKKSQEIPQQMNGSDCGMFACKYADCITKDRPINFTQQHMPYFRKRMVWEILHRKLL
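Test system: human SENP1 catalytic domain; medium: Tris pH 8 buffer plus EDTA, NaCl, BME, BSA, NP40, catalase; incubation: 50 min reaction at room temperature; technique: FRET, CFP and YFP emission; controls: no-enzyme low control and enzyme-plus-DMSO high control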
beta cell repl – induces beta-cell replication in MIN6 cells | actives 0.29% (n = 330,000) | proliferation, % at 10 µM | MIN6 cells proliferation, ATPlite luminescence, 48 h; cells starved in 0.2% serum; 100% = growth in 10% serum | AID 2380;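 active = compounds whose signal lies at least 3.5 SD above the mean of all wells on their plate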;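 note: 0% = DMSO-treated cells in low-serum medium and 100% = 10% serum control; some compounds called inactive have numbers as strong as hits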
UBC13 polyUb – blocks human UBC13 polyubiquitin chain formation; P61088; TR-FRET; inhibition, % at 20 µM; actives 0.47% (n = 330,000); AID 485273; in the data active = inhibition above about 45%, passing the limit was not always enough
Target sequence (P61088 whole entry, looked up): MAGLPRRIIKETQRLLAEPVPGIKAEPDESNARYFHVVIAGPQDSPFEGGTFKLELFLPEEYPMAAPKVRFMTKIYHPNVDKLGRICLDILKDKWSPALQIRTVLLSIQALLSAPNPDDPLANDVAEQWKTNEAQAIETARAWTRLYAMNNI
SENP7 inh – SENP7 protease inhibition; Q9BQF6; recombinant SENP7, Z-RLRGG-aminoluciferin luminescence, 40 min; inhibition, % at 5 µM; actives 1.5% (n = 330,000);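 active = inhibition above about 50% at the single test dose, limit read from the data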;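 note: plate controls were DMSO with enzyme for no effect and no enzyme buffer wells for full effect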
SENP8 block-1 – SENP8 (human) protease inhibition; inhibition, % at 20 µM; actives 0.64% (n = 360,000); recombinant SENP8, Nedd8 substrate fluorescence; AID 602440; in the data active = inhibition mostly above about 40%, no sharp cut-off; inactive = mostly below about 27%
Target sequence (Q96LD8 whole entry, looked up): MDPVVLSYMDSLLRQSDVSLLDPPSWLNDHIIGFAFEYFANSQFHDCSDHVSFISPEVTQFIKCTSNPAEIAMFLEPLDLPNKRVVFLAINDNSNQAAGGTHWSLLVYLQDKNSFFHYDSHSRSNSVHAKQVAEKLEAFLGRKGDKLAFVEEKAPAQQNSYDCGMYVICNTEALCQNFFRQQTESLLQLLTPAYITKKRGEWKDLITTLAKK
SENP8 block-2 – SENP8 protease inhibition; inhibition, % at 10 µM; actives 1.2% (n = 330,000); Q96LD8; purified SENP8, Z-RLRGG-aminoluciferin cleavage, luminescence; AID 2540; in the data active = inhibition above about 50%
SENP6 block – blocks the human protease SENP6. actives 1.8% (n = 330,000). inhibition, % at 10 µM. Recombinant SENP6 catalytic domain, aminoluciferin luminescence. AID 2599;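 active = inhibition above about 50% at the single tested dose, limit read from the data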;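 note: plate controls were DMSO wells with enzyme for no effect and DMSO wells lacking enzyme for full effect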
Target sequence (Q9GZR1 628-1112 limits assumed): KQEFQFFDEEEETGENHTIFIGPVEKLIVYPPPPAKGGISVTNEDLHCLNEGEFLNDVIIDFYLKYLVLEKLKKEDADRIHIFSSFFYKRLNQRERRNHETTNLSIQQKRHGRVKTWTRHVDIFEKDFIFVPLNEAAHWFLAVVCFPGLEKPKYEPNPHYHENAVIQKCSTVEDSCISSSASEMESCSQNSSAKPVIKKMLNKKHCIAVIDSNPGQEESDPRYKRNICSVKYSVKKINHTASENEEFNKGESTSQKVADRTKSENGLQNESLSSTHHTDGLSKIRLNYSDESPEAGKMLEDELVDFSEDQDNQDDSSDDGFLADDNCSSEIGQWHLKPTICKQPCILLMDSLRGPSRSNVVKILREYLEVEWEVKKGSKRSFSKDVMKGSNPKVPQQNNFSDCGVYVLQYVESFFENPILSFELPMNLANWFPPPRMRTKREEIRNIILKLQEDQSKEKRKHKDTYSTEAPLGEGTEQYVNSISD
Numbers without * were called inactive; . = no result given.

SMILES	HKDC1 inh	PfG6PD inh	SENP1 inh	beta cell repl	UBC13 polyUb	SENP7 inh	SENP8 block-1	SENP8 block-2	SENP6 block
O=C(Nc1nccs1)c1ccc(S(=O)(=O)N2CCCCC2)cc1	10.2	-27.7	4.6	-0.3	-2.6	-16.8	-2.0	-18.2	-1.4
Cc1ccccc1-n1c(SCC(=O)N2CCN(c3ccccn3)CC2)nnc1N1CCOCC1	-8.2	1.3	1.4	-3.1	1.2	-9.3	-9.9	-2.2	-8.3
Cc1oc(-c2cccc3ccccc23)nc1CN1CCN(c2ncnc3ccccc23)CC1	1.2	10.5	-6.9	-7.1	6.3	1.9	-56.4	-3.9	-7.2
O=C(c1cn(-c2ccccc2)nc1-c1ccncc1)N1CCCCC1	-0.4	7.2	-0.7	1.4	7.2	3.7	-23.4	1.1	-9.4
Cc1nonc1C1CCCN1Cc1cn[nH]c1-c1ccc2c(c1)OCO2 (stereo not drawn)	-4.8	6.2	1.1	-1.8	-6.0	1.1	8.3	2.3	-9.0
C/C(=N\NC(=O)c1ccc(O)cc1)c1ccc(NC(=O)Cc2ccccc2)cc1	-2.9	8.5	0.9	4.2	2.1	1.3	0.4	3.1	17.4
CCOC(=O)C1=CN(Cc2ccco2)S(=O)(=O)N(C)C1c1ccc(F)c(Cl)c1 (stereo not drawn)	16.2	15.2	0.8	.	.	0.8	13.3	.	.
CC(C)OCCCn1c(SC(C)C(=O)NC2CC2)nc2ccccc2c1=O (stereo not drawn)	-2.4	12.5	2.6	0.7	-8.4	-4.0	10.1	-4.2	-9.9
Cc1cccc(NC(=O)CSc2nnnn2C2CCCC2)c1	-2.1	-10.5	0.9	0.0	-6.0	-0.2	6.6	-10.5	-12.1
O=C(NC(=S)N1CCCc2ccccc21)c1ccco1	-9.3	31.9	-22.6	3.1	2.1	1.8	-47.2	0.3	-4.0
O=C(CSc1nnc2ccc(-c3ccccc3)nn12)NCC1CCCO1 (stereo not drawn)	-4.7	2.6	0.0	0.2	3.0	1.9	-185.6	-6.5	1.2
COC(=O)c1cc(C(=O)CC(C)C)c[nH]1	11.5	-12.8	1.3	1.8	-0.2	3.3	5.3	1.8	11.5
COc1cccc(NC(=O)C2CCCO2)c1 (stereo not drawn)	0.5	-16.6	-0.9	0.3	-1.5	-6.9	13.8	-5.3	-22.1
CCOC(=O)Cc1[nH]nc2c1C(C1C=CCCC1)C(C#N)=C(N)O2 (stereo not drawn)	-2.9	-7.7	-1.6	-2.1	10.4	6.7	16.9	-3.6	-7.6
CC1Cc2c([nH]c3ccccc23)C(=O)N1 (stereo not drawn)	-3.5	6.2	0.0	-2.9	-9.2	9.4	-34.6	-15.6	-7.6
COc1ccc(OCCSc2nnc3sc4ccccc4n23)cc1	5.7	16.7	-0.4	-4.1	6.8	7.1	0.1	-1.2	4.8
COc1ccc(CCNS(=O)(=O)CCNC(=O)c2ccc3c(c2)OCO3)cc1	0.1	-1.7	1.7	2.5	5.1	-7.7	6.0	-8.4	-11.1
O=C(c1ccccc1)c1c[nH]cc1-c1ccccc1	-9.3	1.6	-0.2	2.6	3.7	-6.1	20.1	-4.0	-1.7
O=C(COC(=O)c1ccc2c(=O)n3c(nc2c1)CCC3)NC1CCS(=O)(=O)C1 (stereo not drawn)	-1.2	-5.1	-26.4	-2.9	-2.0	11.2	-180.0	0.5	-8.3
COc1ccc(CNC(=O)C[C@H]2C[C@H](C(=O)N3CCOCC3)[C@@]3(CCC4CCCC4)c4[nH]c5cc(-c6ccco6)ccc5c4CCN3C2=O)cc1OC	3.4	25.7	-28.4	.	.	2.6	-328.5	.	.
Cc1ccc(S(=O)(=O)NCCc2cc3ccc(C)c(C)c3[nH]c2=O)cc1	3.6	2.6	1.1	-1.6	0.7	3.2	-56.2	0.0	-9.8
COc1ccc(C(=O)Nc2nc(C)c(C(=O)N(C)C)s2)cc1OC	-4.4	-3.7	0.2	-1.4	3.8	4.4	3.5	-7.4	-13.2
CNC(=O)C(=O)NCCc1ccc(Cl)cc1	-7.2	-4.4	3.5	-3.8	-7.1	2.1	30.3	-5.2	-4.8
COc1ccc(OC)c(C2NC(=O)NC(C)=C2C(=O)Nc2ccc(C)cc2C)c1 (stereo not drawn)	-1.4	-7.6	1.3	0.4	-3.2	2.1	2.3	4.8	-10.3
O=C(c1ccc2ncsc2c1)N1CCN(c2ccc(O)cc2)CC1	-11.6	51.0	0.9	-5.2	2.0	7.8	25.0	5.4	7.0
O=C(NCCOc1ccc(Cl)cc1)c1cccc(S(=O)(=O)N2CCCC2)c1	-4.7	2.8	0.0	-2.5	2.3	2.2	4.0	-10.2	-11.0
CC(C)C(NC(=O)C12CC3CC(CC(C3)C1)C2)C(=O)N/N=C/C1=C(N2CCOCC2)C(=C\c2ccc([N+](=O)[O-])cc2)/CC1 (stereo not drawn)	-2.2	9.4	75.2*	-4.7	-6.5	2.6	14.2	-1.8	-2.0
COc1ccc(-n2ncc3c2CC(C)(C)CC3NC(=O)c2cnc(C)cn2)cc1 (stereo not drawn)	-3.2	2.3	1.7	-0.4	-6.6	-1.5	12.6	-1.4	2.8
Cc1cc2c(c(C)c1CCO)C(=O)[C@H](C)C2	-4.0	0.0	2.6	-0.2	5.7	1.3	5.9	8.8	-5.9
CCNC(=O)CC1C(=O)N(c2ccccc2)C(=O)N1CCc1ccc(OC)c(OC)c1 (stereo not drawn)	-5.9	-5.4	-0.5	0.3	2.6	3.1	14.5	-6.0	-0.6
c1nc(N2CCCCC2)c2[nH]cnc2n1	-0.9	-9.0	0.4	8.5	11.4	-1.2	5.6	3.7	6.3
COc1ccc(CNC(=O)CN(Cc2ccccc2)C(=O)CCC(=O)Nc2nccs2)cc1	-4.9	13.0	-0.4	1.0	-3.6	-16.6	7.2	-19.8	3.1
Cc1ccc(S(=O)(=O)NN2C(=O)c3ccccc3NC2c2ccco2)cc1 (stereo not drawn)	-11.0	-1.0	-0.7	-1.4	11.9	-4.0	-400.3	4.2	1.9
CS(=O)(=O)N1CCN(c2ccc(NC(=O)c3ccc([N+](=O)[O-])o3)cc2)CC1	-2.4	29.3	2.1	.	.	.	39.0	.	.
CN(c1ccccc1)S(=O)(=O)c1cccc(C(=O)OCC(=O)Nc2ccc(C(N)=O)cc2)c1	-4.3	-12.4	2.3	-3.4	3.3	-1.1	19.6	10.0	-11.3
Cc1cccc(NC(=O)CSc2nnc([C@H](C)NC(=O)OC(C)(C)C)o2)c1C	-4.9	1.0	1.7	3.8	-1.6	-1.4	13.0	3.7	-4.4

Structures listed above marked active in SENP1 inh:
smiles	HKDC1 inh	PfG6PD inh	SENP1 inh	UBC13 polyUb	SENP7 inh	SENP8 block-1	SENP6 block
CC(C)C(NC(=O)C12CC3CC(CC(C3)C1)C2)C(=O)N/N=C/C1=C(N2CCOCC2)C(=C\c2ccc([N+](=O)[O-])cc2)/CC1 (stereo not drawn)	-2.2	9.4	75.2*	-6.5	2.6	14.2	-2.0

The list goes on:
SMILES	HKDC1 inh	PfG6PD inh	SENP1 inh	beta cell repl	UBC13 polyUb	SENP7 inh	SENP8 block-1	SENP8 block-2	SENP6 block
COc1ccc(NC(=S)N(CCCN2CCC(C)CC2)Cc2cccs2)cc1	-5.7	-2.5	0.3	1.8	-1.4	2.8	16.7	-2.1	-3.0
CC(C)CC(NC(=O)OC(C)(C)C)c1cn([C@@H](CCC(=O)OC(C)(C)C)C(=O)N2CCN(C(=O)OC(C)(C)C)CC2)nn1 (stereo partly drawn)	1.1	-5.2	0.2	-6.1	12.0	-0.3	8.4	-2.6	9.7
CCOC(=O)c1ccc(NC(=O)C2(N3C(=O)c4ccccc4C3=O)CCCC2)cc1	-4.1	1.0	0.9	.	.	.	7.2	.	.
O=C(c1ccccc1)N1N=C(c2ccccc2)CC1c1ccccc1 (stereo not drawn)	0.5	0.3	1.7	-3.4	-6.8	-8.5	13.2	-9.4	3.2
Cc1c(Cl)ccc2c1NC(=O)C21NC(CCC(N)=O)[C@H]2C(=O)N(c3ccc(Cl)cc3)C(=O)[C@H]21 (stereo partly drawn)	0.9	-9.8	0.7	-1.5	-0.7	-3.9	6.5	1.9	-3.2
CC(C)n1c(O)c(/C=C2\C=Nc3ccccc32)sc1=Nc1ccccc1	-0.1	-4.5	-13.3	-4.3	-8.2	2.2	6.7	3.1	-1.7
CC1CCC(NC(=O)CN2C(=O)c3ccccc3S2(=O)=O)CC1 (stereo not drawn)	-3.6	6.3	2.5	-2.9	3.8	-2.8	5.3	-0.2	2.5
CC(C)N(Cc1ccccc1)C(=O)/C=C/c1ccccc1[N+](=O)[O-]	-0.2	-6.4	-1.0	-3.0	-9.2	-14.1	0.7	-2.6	2.2
C=CCn1c(SCC(=O)O)nnc1-c1ccccc1	1.8	-9.9	1.1	3.8	11.4	7.4	2.1	4.0	-6.7
Cc1ccc(C)c(-c2[nH]ncc2CN2CCCC(CO)(Cc3ccccc3C)C2)c1 (stereo not drawn)	-0.5	-7.7	-3.8	-5.0	-8.0	9.4	12.3	6.8	-2.5
Cc1cccc(C(=O)NCCc2nnc(SCC(=O)Nc3cccc(C(=O)O)c3)n2C)c1	-6.6	-6.4	-2.1	0.1	2.0	2.7	3.2	-4.6	5.1
O=C(c1ccc(Cl)cc1)c1nnc(-c2ccncc2)o1	-1.9	-2.6	1.5	-2.2	-0.8	11.9	31.7	3.6	23.7

Single records, as listed above. Values in the order: HKDC1 inh	PfG6PD inh	SENP1 inh	beta cell repl	UBC13 polyUb	SENP7 inh	SENP8 block-1	SENP8 block-2	SENP6 block
O=C(NC(=S)N1CCCc2ccccc21)c1ccco1 as listed: -9.3	31.9	-22.6	3.1	2.1	1.8	-47.2	0.3	-4.0
CNC(=O)C(=O)NCCc1ccc(Cl)cc1 as listed: -7.2	-4.4	3.5	-3.8	-7.1	2.1	30.3	-5.2	-4.8
CC(C)N(Cc1ccccc1)C(=O)/C=C/c1ccccc1[N+](=O)[O-] as listed: -0.2	-6.4	-1.0	-3.0	-9.2	-14.1	0.7	-2.6	2.2

Next section.
SMILES	HKDC1 inh	PfG6PD inh	SENP1 inh	beta cell repl	UBC13 polyUb	SENP7 inh	SENP8 block-1	SENP8 block-2	SENP6 block
Cc1csc(SCc2nc3sc4c(c3c(=O)[nH]2)CCC4)n1	3.7	-11.2	-1.2	.	.	.	9.3	.	.
O=C(N/N=C/c1cn(Cc2ccccc2)c2ccccc12)c1ccncc1	13.6	-12.7	-1.5	-0.1	-13.1	-11.0	-4.9	-9.3	-9.9
Clc1ccc(-n2cc(-c3ccc(Br)cc3)[n+]3c2CCCCC3)cc1	-2.1	-3.5	1.8	-4.0	-0.6	-6.8	19.2	-7.5	-4.5
O=C(NCCCn1ccnc1)c1cc(-c2ccc(Br)cc2)on1	-2.9	18.5	-1.9	-2.0	13.0	-2.5	12.8	-3.4	-9.3
COc1ccc(C(=O)NCC(=O)OCC(=O)NC2CCCCCC2)cc1	-7.7	-2.7	0.6	-4.1	8.5	-8.3	1.3	3.6	0.2
COc1ccc(CCN(C)C(=O)c2c(C)noc2C)cc1OC	0.3	-2.3	-1.9	-6.1	5.7	1.4	5.4	-5.4	-2.8
O=C(Cn1c(NCCO)nc2ccccc21)Nc1cccc(S(=O)(=O)N2CCCC2)c1	-4.3	13.9	-1.2	1.5	8.6	0.8	3.3	-3.7	-2.3
O=C(/C=C/c1cc([N+](=O)[O-])ccc1OC(F)F)Nc1cccc(OC(F)F)c1	-8.4	0.9	0.7	-0.1	-5.5	-0.6	13.0	-3.5	-1.5
O=C(O)CCc1ccc(-c2ccccc2)n1CC1CCCO1 (stereo not drawn)	4.4	0.9	-52.5	-2.0	4.0	-8.5	-489.8	-2.4	-21.5
S=c1[nH]nc(COc2ccccc2)n1-c1ccc(Cl)cc1	1.0	7.6	1.3	.	.	.	12.2	.	.
